Bioassay records: PubChem BioAssay, NCI
Growth percent in the NCI-60 one-dose screen (48 h, 10 µM unless noted): 100 = growth as untreated, 0 = no growth, -100 = all killed.
CAKI-1: CAKI-1 renal cancer; 75,000 tested, 4.7% active
TK-10: TK-10 renal cancer cells | 81,000 tested, 3.9% active
ACHN: ACHN renal cancer | 81,000 tested, 4.9% active | AID 1794771
NCI-H322M: NCI-H322M lung cancer. 80,000 tested, 2.7% active
UO-31: UO-31 renal cancer; 81,000 tested, 5.2% active; AID 1794768
786-0: 786-0 renal cancer cells. 81,000 tested, 5.1% active. AID 1794775
NCI-H460: NCI-H460 lung cancer. 82,000 tested, 6.8% active
NCI-H522: NCI-H522 lung cancer. 78,000 tested, 8% active
RXF 393: RXF 393 renal cancer cells. 77,000 tested, 6.9% active. AID 1794773
* hit, by the source's call; / = not tested or not shown; & = joins results of further samples. Rule for the calls: active = growth percent below 10; inactive = the rest.

Value order: CAKI-1, TK-10, ACHN, NCI-H322M, UO-31, 786-0, NCI-H460, NCI-H522, RXF 393
C[C@@]12Oc3c4c(cc5cc6ccccc6nc35)C[C@H]3C(C5CC5)CC[C@]41[C@@]3(O)CCC2=O (stereo partly drawn)
→ 80, 146, 95, 101, 63, 102, 104, 92, 112
COc1cc(-c2nc3cc(C)c(C)cc3n3c(C)cc(=O)n23)cc(OC)c1OC
→ 98, 124, 101, 89, 85, 105, 100, 89, 96
[N-]=[N+]=NCCCC[C@@H]1N=C(c2ccc(Br)cc2)Nc2nc3ccccn3c2C1=O
→ 89, 128, 87, 95, 58, 96, 102, 84, 100
C/C(=N\N=C\c1ccc(Cl)c([N+](=O)[O-])c1)c1ccc2c(c1)Nc1ccccc1S2
→ 60, 77, 46, 50, 77, 52, 1.2*, 33, /
O=C1c2cccnc2C(=O)c2c1c(C(=O)N1CCCCC1)c1ccccn21
→ 80, 92, 81, 87, 55, 95, 51, 83, 83
Cc1cc(C)cc(Nc2cc(C)nc3nc(C(F)(F)F)nn23)c1
→ 12, 46, 29, 25, 2.0*, 37, 11, 6.5*, 52
CC(=O)c1ccc(NC(=O)CSc2nnc(-c3ccc(NC(=O)c4cccnc4)cc3)n2N)cc1
→ 93, 102, 99, 104, 89, 108, 106, 99, 126
CCC(=O)Oc1ccc(/C(=C(/CC)c2ccccc2)c2ccc(OCCCN(C)C)cc2)cc1
→ 101, 92, 105, 104, 84, 85, 103, 115, 118
CCOC(=O)c1cc2c(OC)c(OC)ccc2c2[nH]cc(C#N)c(=O)c12
→ 104, 107, 77, 94, 97, 94, 98, 86, 71
Cc1cc(=O)n(C(=O)NCc2ccc(Cl)cc2Cl)[nH]1
→ 108, 95, 110, 109, 97, 108, 111, 96, 96
Cc1ccc(C(=O)O)c(NC=O)c1OCc1ccccc1
→ 98, 107, 117, 124, 90, 105, 109, /, 127
CCc1ccc(C2CC(c3ccc(Cl)cc3)=NN2c2ccc(S(N)(=O)=O)cc2)cc1 (stereo not drawn)
→ 71, 104, 88, 106, 92, 87, 93, 79, 113
O=c1scc(-c2ccc(C(F)(F)F)cc2)s1
→ 73, 83, 100, 90, 89, 90, 102, 68, 87
CO[C@@H]1[C@@H](OC)N(C(=O)c2ccccc2)C(=O)N1C(=O)c1ccccc1
→ 83, 105, 98, 95, 75, 98, 105, 93, 136
CCCCCCCCCCOC(c1ccccc1)c1ccccc1
→ /, 85, 89, /, 76, 98, 101, 76, 94
O=C(O)C1C2CCC3C(CCC21)C3(Cl)Cl (stereo not drawn)
→ 95, 102, 100, 108, 94, 102, 103, 107, /
CC(=O)SCC(Cc1ccccc1)C(=O)NCC(=O)OCc1ccccc1 (stereo not drawn)
→ 95, 111, 105, /, 90, 106, 105, /, 122
COC(=O)c1cc(Br)ccc1O
→ 101, 95, 99, 105, 95, 97, 109, 95, 101
CC(C)NS(=O)(=O)c1cccc(-c2ccc3c(=O)n(CCCN(C)C)c4c(c3c2)C(=O)c2ccccc2-4)c1
→ /, 97, 87, 96, 82, 86, 104, 82, 107
O=C(O)c1ccc(Cn2c(=O)[nH]c(=O)n(Cc3ccc(Cl)cc3)c2=O)cc1
→ 94, 104, 97, 100, 82, 113, 101, 91, 103
Cc1cc(N/N=C/c2nc(-c3ccc(Cl)cc3)oc2C)c2cc(Cl)ccc2n1
→ 90, 31, 63, 79, 21, -40*, -62*, -1.9*, 83
COCCNC(=O)COc1cc(C)nc2ccc(OC)cc12
→ /, 93, 106, 96, 87, 99, 103, 82, 101
CN(c1ccc(Cl)cc1)S(=O)(=O)c1ccc(-c2cnc(C3CC3)o2)cc1
→ 5.6*, 76, 34, 55, 47, 32, 8.8*, 31, 46
CCOC(=O)Nc1cc(Cl)ccc1Cl
→ 109, 123, 100, 109, 97, 106, 121, 102, 114
Cc1sc2nc(NC3CC(C)(C)NC(C)(C)C3)[nH]c(=O)c2c1C
→ /, /, 110, 78, 78, 92, 104, /, 92
O=C(COc1ccc(/C=C2\COc3ccc4ccccc4c3C2=O)cc1)c1ccc(Cl)cc1
→ 98, 113, 100, /, 12, 97, 101, 74, /
CC(=O)Nc1nnc(S(N)(=O)=O)s1
→ 104&97, 101&94, 107&105, 108&98, 96&88, 103&100, 114&108, 99&87, 155&109
Cc1nn(-c2ccccc2)c(Cl)c1/C=C1\N=C(c2ccccc2)N(c2ccccc2)NC1=O
→ 63, 84, 83, 84, 73, 73, 90, 54, 93
OC/C=C\CO
→ 97, 98, 113, 94, 88, 97, 102, 85, 108
COc1cccc(/C=N/NC(N)=S)c1
→ 78, 96, 94, 88, 94, 87, 98, 90, 99
C=C(C=O)[C@@H]1CC[C@]2(C(=O)O)CC[C@]3(C)C(CC[C@@H]4[C@@](C)(CCC#N)[C@H](C(=C)C=O)CC[C@]43C)[C@@H]12 (stereo partly drawn)
→ 18, 128, 52, 99, 33, 60, 97, 81, 44
CC(N)(CSCc1ccccc1)C(=O)O (stereo not drawn)
→ 86, 105, 95, 109, 103, 100, 106, 89, /
CCc1ccc2c(c1)C1(Oc3c(OC)cccc3C3CC(c4ccc(F)cc4)=NN31)C(=O)N2 (stereo not drawn)
→ 79, 114, 94, 99, 60, 101, 99, 84, 98
CC(=O)Nc1nc(C)c(C(=O)NNC=O)s1
→ 109, /, 108, 155, 100, 118, 105, 100, 109
COc1cc(CNC(=O)Cc2ccccc2)ccc1OCc1cn(-c2ccc(F)cc2)nn1
→ 91, 112, 95, 103, 81, 104, 101, 90, 125
CCN1CCC(Nc2ccnc3cc(Cl)ccc23)CC1
→ /, 102, 103, 99, 57, 89, 87, 74, /
N=c1c2c(-c3ccccc3)c(-c3ccccc3)oc2ncn1NC(=O)c1ccncc1
→ 86, 125, 93, 95, 69, 97, 103, 89, 103
CCCCn1c(=O)c2c(nc(NCCc3ccc(O)c(O)c3)n2CCC)n(CCCC)c1=O
→ 100, 86, 81, 94, 57, 81, 93, -0.8*, 66
CCCN1C(=O)N(CCC)C2C1NC(=S)N2/N=C/C=C/c1ccccc1OC (stereo not drawn)
→ 27, 57, 41, 45, 40, 36, 6.8*, -11*, -30*
Nc1ccc(N=Nc2ccc(S(=O)(=O)O)cc2)c2ccccc12
→ 91, 140, 99, 92, 65, 106, 95, 96, 101
CC(C)C1C2=C(NCCN1C(=O)c1ccncc1)C(C)(C)N(Cc1ccccc1)C2=O (stereo not drawn)
→ 94, 90, 105, 110, 83, 105, 116, 81, 126
COC(=O)COc1ccc([N+](=O)[O-])cc1Cl
→ 96, 94, 117, 95, 80, 102, 113, 89, 111
CCOC(=O)c1c(C)oc2ncnc(N3CCN(CC(=O)Nc4ccc(OC)cc4)CC3)c12
→ 85, 112, 100, 101, 77, 104, 101, 89, 115
CC(C)N(C(=O)c1ccc([N+](=O)[O-])cc1)C(C)C
→ 95, 101, 102, 98, 94, 92, 100, 95, 103
[O-][n+]1onc(-c2ccccc2)c1N1CCOCC1
→ 96, 105, 102, 99, 90, 103, 103, 96, 107
CCCCCNc1ccc(C)cc1
→ 104, 110, 113, 104, 93, 109, 105, 102, 126
CCN(CC)CCCNc1ccc(N)cc1
→ 110, 95, 95, 126, 89, 113, 111, 90, 113
COc1ccc(N2N=C(c3ccc4c(c3)OCCO4)CC2c2cccc(NC(=O)CCNS(=O)(=O)c3ccc(OC)cc3)c2)cc1 (stereo not drawn)
→ 65, 90, 87, 81, 71, 70, 70, 80, 70
COC12CC(=O)C(C(C)=O)=C(O)C1(C)c1c(O)c(C)c(O)c(C(C)=O)c1O2 (stereo not drawn)
→ 71, 78, 78, 71, 49, 61, 55, 70, 90
CCCCCCCCn1ccc2cc(NC(=O)Cn3cc(CN4CCCC4)nn3)ccc21
→ 8.8*, 90, 89, 49, 6.9*, 17, -64*, 52, 45
O=C(NNC(=S)NC1CCCCC1)c1ccc(OCc2nc3ccc(Cl)cc3[nH]2)cc1
→ 59, 73, 50, 61, 45, 55, 44, 47, 36
COc1ccc(-c2c(N)n[nH]c2-c2ccc(Cl)cc2O)cc1OC
→ 91, 102, 96, 92, 74, 87, 95, 84, 98
CCOC(=O)C(Cc1csc2ccccc12)(NC(C)=O)C(=O)OCC
→ 97, 112, 111, /, 82, 92, 105, 86, 111
O=C1NC(=O)C(=Cc2cn(Cc3cn(Cc4ccc(Cl)cc4Cl)nn3)c3ccccc23)C(=O)N1
→ 56, 69, 102, 92, 64, 106, 52, 78, 85
CC(C)(C)OC(=O)N1C(=O)c2c(c3c4ccc(Br)cc4oc3c3[nH]c4ccccc4c23)C1=O
→ 64, 167, 86, 92, 60, 96, 83, 74, 113
CN(C)C(=O)C1=NC(CO)C(=O)N(c2ccc(Cl)cc2)N1 (stereo not drawn)
→ 92, 91, 101, 99, 82, 94, 104, 97, 120
Cc1ccc(/C=C/C2=NN(c3ccc(-c4ccccc4)nn3)C(c3ccc(C)o3)C2)o1 (stereo not drawn)
→ /, 98, 76, 82, 50, 83, 89, 78, 81
CC(=O)N1N=C(c2ccc(C)cc2)CC1c1cn(Cc2ccc(Cl)cc2)c2ccccc12 (stereo not drawn)
→ 58, 81, 79, 87, 63, 87, 83, 67, /
N#Cc1c(N)nc(-c2ccccc2)c(C#N)c1N
→ /, 96, /, 100, 83, 102, 102, 90, 100
CC(=O)c1ccc(OCC(=O)O)cc1
→ 106, 106, 104, 103, 84, 106, 99, 100, 90

(next part)
Value order: CAKI-1, TK-10, ACHN, NCI-H322M, UO-31, 786-0, NCI-H460, NCI-H522, RXF 393
COc1ccc(/C=C(/C(=O)N2CCN(Cc3ccccc3)CC2)c2cc(OC)c(OC)c(OC)c2)cc1O
→ /, 88, 67, 91, 62, 88, 58, 45, 62
O=C(/C=C\c1ccc(Cl)c(Cl)c1)c1ccccc1
→ 90&97, 103&81, 105&95, 107, 84&72, 104&85, 100&101, 87&81, 110&86
CC(=O)c1ccc(N=Nc2c(Nc3ccccc3)[nH][nH]c2=O)cc1
→ 57, 120, 95, 97, 86, 45, 95, 122, 101
Nc1ncnc2c1ncn2[C@@H]1O[C@H](COCC[C@@H](N)C(=O)O)[C@@H](O)[C@H]1O
→ 102, 116, 107, 107, 98, 104, 104, 102, 108
O=C1NC(=O)C2C3C=CC(C3)C12 (stereo not drawn)
→ 106, 99&119, 112&107, 105&122, 97&78, 100&97, 111&108, 101&101, 208
NC(=O)c1ccc(N2CCCC2)nc1
→ 102, 97, 100, 112, 87, 100, 115, 96, 113
O=C=Nc1ccccc1-c1ccccc1
→ 91, 95, 112, 110, 79, 101, 102, 102, 114
CCCCn1c(OC(=S)N(CC)CC)cc(C)nc1=S
→ 91, 109, 103, 96, 66, 107, 104, 101, 110

Given as a markdown table: entries from further up
| mol | CAKI-1 | TK-10 | ACHN | NCI-H322M | UO-31 | 786-0 | NCI-H460 | NCI-H522 | RXF 393 |
| --- | --- | --- | --- | --- | --- | --- | --- | --- | --- |
| O=C(/C=C\c1ccc(Cl)c(Cl)c1)c1ccccc1 | 90&97 | 103&81 | 105&95 | 107 | 84&72 | 104&85 | 100&101 | 87&81 | 110&86 |
| NC(=O)c1ccc(N2CCCC2)nc1 | 102 | 97 | 100 | 112 | 87 | 100 | 115 | 96 | 113 |

Profiles as entered above. Screens in order: CAKI-1 | TK-10 | ACHN | NCI-H322M | UO-31 | 786-0 | NCI-H460 | NCI-H522 | RXF 393
`O=C(/C=C\c1ccc(Cl)c(Cl)c1)c1ccccc1` as listed: 90&97 | 103&81 | 105&95 | 107 | 84&72 | 104&85 | 100&101 | 87&81 | 110&86
`O=C=Nc1ccccc1-c1ccccc1` as listed: 91 | 95 | 112 | 110 | 79 | 101 | 102 | 102 | 114

In another format: four of the compounds above.
> CC(=O)c1ccc(N=Nc2c(Nc3ccccc3)[nH][nH]c2=O)cc1
  CAKI-1: 57 | TK-10: 120 | ACHN: 95 | NCI-H322M: 97 | UO-31: 86 | 786-0: 45 | NCI-H460: 95 | NCI-H522: 122 | RXF 393: 101

> COc1ccc(/C=C(/C(=O)N2CCN(Cc3ccccc3)CC2)c2cc(OC)c(OC)c(OC)c2)cc1O
  CAKI-1: / | TK-10: 88 | ACHN: 67 | NCI-H322M: 91 | UO-31: 62 | 786-0: 88 | NCI-H460: 58 | NCI-H522: 45 | RXF 393: 62

> Nc1ncnc2c1ncn2[C@@H]1O[C@H](COCC[C@@H](N)C(=O)O)[C@@H](O)[C@H]1O
  CAKI-1: 102 | TK-10: 116 | ACHN: 107 | NCI-H322M: 107 | UO-31: 98 | 786-0: 104 | NCI-H460: 104 | NCI-H522: 102 | RXF 393: 108

> CCCCn1c(OC(=S)N(CC)CC)cc(C)nc1=S
  CAKI-1: 91 | TK-10: 109 | ACHN: 103 | NCI-H322M: 96 | UO-31: 66 | 786-0: 107 | NCI-H460: 104 | NCI-H522: 101 | RXF 393: 110
